# PG9 binder = binds the HIV-1 gp120 antibody PG9. 360,000 tested, 0.43% active. TR-FRET gp120-PG9 antibody binding. inhibition, % at 6.7 µM; in the data active = inhibition above about 8.5%
# NPR2 activator = GC-B (human) receptor activation; P20594; HEK293-GC-B cells, CNP EC30, cGMP TR-FRET; 0% at EC30 CNP, 100% saturating CNP; activation, % at 10 µM; 370,000 tested, 0.11% active;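 active = activation at 10 µM reaching about 35% in either raw or pattern-adjusted values, limit read from the data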
# ASAP1 GAP inh = ASAP1 ArfGAP inhibition; Q9ULH1; ASAP1-stimulated ARF1 GTP hydrolysis, GDP FP detection; 360,000 tested, 0.19% active; inhibition, % at 16.5 µM; in the data active = inhibition above about 25%;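 note: 0% = vehicle with enzyme and substrate and 100% = no enzyme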
# NR1D1 modulator = modulates human Rev-erb alpha binding to DNA; P20393; 370,000 tested, 0.79% active; Rev-erbα–FITC-DNA binding, fluorescence polarization, 90 min; activity, % at 10 µM;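 active = activity above about 14%, limit read from the data; passing the limit was not always enough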;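 note: 0% = DMSO wells with 35 nM protein and 100% = DMSO wells with 750 nM protein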
# Target sequence (P20393 whole entry, looked up): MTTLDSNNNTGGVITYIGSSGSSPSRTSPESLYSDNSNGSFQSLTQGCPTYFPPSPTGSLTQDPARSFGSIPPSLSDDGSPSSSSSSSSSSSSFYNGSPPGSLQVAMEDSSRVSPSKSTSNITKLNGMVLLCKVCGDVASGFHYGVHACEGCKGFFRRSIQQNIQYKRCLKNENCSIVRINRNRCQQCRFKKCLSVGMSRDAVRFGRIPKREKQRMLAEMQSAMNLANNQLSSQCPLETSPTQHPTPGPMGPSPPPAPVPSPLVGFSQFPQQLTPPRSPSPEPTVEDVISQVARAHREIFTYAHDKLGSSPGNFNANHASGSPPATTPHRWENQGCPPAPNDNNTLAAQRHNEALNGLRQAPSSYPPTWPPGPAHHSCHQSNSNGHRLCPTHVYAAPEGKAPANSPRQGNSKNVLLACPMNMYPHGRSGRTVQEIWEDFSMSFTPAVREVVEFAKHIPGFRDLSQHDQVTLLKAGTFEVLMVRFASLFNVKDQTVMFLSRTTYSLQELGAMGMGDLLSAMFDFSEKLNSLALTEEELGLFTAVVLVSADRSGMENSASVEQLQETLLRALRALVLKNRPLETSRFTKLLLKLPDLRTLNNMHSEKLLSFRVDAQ
# HTRA1 inhibitor = blocks human HTRA1 serine peptidase | recombinant HTRA1, FP-rhodamine activity-based probe, fluorescence polarization | inhibition, % at 5.96 µM | 340,000 tested, 0.5% active; in the data active = inhibition above about 36%;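 note: 0% = enzyme with DMSO and 100% = wells lacking enzyme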
# GC-A act = GC-A (human) enzyme activation. activation, % at 10 µM. 370,000 tested, 0.14% active. HEK293 GC-A cells, cGMP TR-FRET, EC30 ANP; 0% at EC30 ANP, 100% saturating ANP; in the data active = activation above about 40%
# ARFGAP1 inhibitor = inhibits rat ARF GTPase activating protein 1 | Arfgap1-stimulated ARF1 GTP hydrolysis, GDP FP detection | inhibition, % at 16.5 µM | 360,000 tested, 0.26% active | AID 651572;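 active = inhibition above a per-plate limit, mean inhibition of low control wells plus 3 SD, cut at about 25% in these data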;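 note: 0% = DMSO wells with enzyme and 100% = wells lacking Arfgap1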
#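 Repeats: one replicate per compound; assay system: rat Arfgap1 catalytic domain, aa 1-136; times: enzyme reaction 120 min at 25 °C after 20 min preincubation; detection: FP of antibody-bound GDP Alexa 633 tracer, ex 620/em 688 nm; benchmarks: high control wells lacking Arfgap1, low control full reaction with DMSO; reagent: human ARF1(Δ1-17)-GTP substrate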
# rCAG binder = molecules binding r(CAG) RNA repeats. r(CAG) RNA repeat, TO-PRO-1 dye displacement fluorescence. inhibition, % at 3 µM. 370,000 tested, 1.3% active. AID 651821;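 active = inhibition above the plate cutoff, the mean of all test compounds on that plate plus 3 SD, cut at about 35% in these data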;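 note: 0% = DMSO alone and 100% = 100 µM mitoxantrone as full dye displacement; higher means more dye released from RNA so lower well fluorescence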
# ABHD4 inh = inhibitors of mouse ABHD4; Q8VD66; 370,000 tested, 0.54% active; purified mABHD4, FP-Rh probe fluorescence polarization; inhibition, % at 8.92 µM; AID 720543;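 active = inhibition exceeding the mean over every tested compound plus 3 SD, cut at about 30% in these data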;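 note: 0% = plate median of compound wells and 100% = S159A mutant with DMSO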
# Target sequence (Q8VD66 whole entry, looked up): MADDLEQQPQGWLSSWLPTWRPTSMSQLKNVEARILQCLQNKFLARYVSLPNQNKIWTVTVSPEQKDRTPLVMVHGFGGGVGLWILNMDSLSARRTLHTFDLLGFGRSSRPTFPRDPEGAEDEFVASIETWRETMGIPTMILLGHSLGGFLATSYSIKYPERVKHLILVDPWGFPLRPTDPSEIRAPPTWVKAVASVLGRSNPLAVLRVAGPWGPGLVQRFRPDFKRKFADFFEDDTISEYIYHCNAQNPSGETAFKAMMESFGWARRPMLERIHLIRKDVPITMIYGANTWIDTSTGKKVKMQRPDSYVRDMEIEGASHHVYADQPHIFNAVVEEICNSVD
#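 Test system: mABHD4 protein; Read-out basis: % inhibition; Incubation: 45 min + 60 min at 25 °C; Repeats: single replicate; Technique: fluorescence polarization with parallel and perpendicular emission, 525/598 nm; Compound: 8.92 µM, single dose; Benchmarks: full inhibition S159A mutant plus DMSO, zero as sample-well median.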
# SMARCA2 act = activators of SMARCA2 function; MG213 cells, MMTV-luciferase reporter, dexamethasone, overnight; activation, % at 9.1 µM; 370,000 tested, 1% active; AID 652017; in the data active = activation above about 7.8%;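 note: 0% = vehicle wells and 100% = reference activator wells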
# * marks the source's active call; other numbers are inactive results; . = no result given.
compound	PG9 binder	NPR2 activator	ASAP1 GAP inh	NR1D1 modulator	HTRA1 inhibitor	GC-A act	ARFGAP1 inhibitor	rCAG binder	ABHD4 inh	SMARCA2 act
COc1ccc(OC)c(S(=O)(=O)N2CCC3(CC2)OCCN3S(=O)(=O)c2ccccc2)c1	2.3	1	-1	-1	2	-2	-13	-1	7	-2
CCS(=O)(=O)n1nc(C(=O)N2CCOCC2)nc1N	0.5	1	-24	-8	7	1	12	-2	0	-2
CCCNC(=O)CN(CCc1ccccc1)S(C)(=O)=O	-1.6	-3	1	-3	-2	1	-6	-3	5	2
CCS(=O)(=O)N1CCN(Cc2ccncc2)CC1	0.8	2	6	0	10	8	8	1	2	-1
COCCn1c(SCC(=O)Nc2ccc(NC(C)=O)cc2)nc2ccccc2c1=O	-0.7	-1	-4	-3	3	-2	-6	-1	-5	0
CC(=O)c1c(N=CN(C)C)nc(C)nc1-c1ccccc1	0.9	-2	-1	-2	-4	12	-4	4	-4	0
CCN(CC)S(=O)(=O)c1ccc(C)c(NC(=O)CNc2cccc(S(=O)(=O)N3CCOCC3)c2)c1	-0.9	3	12	0	-3	-1	-5	2	1	-2
C[C@@H]1CN([C@H](C)CO)S(=O)(=O)c2ccc(Br)cc2O[C@@H]1CN(C)C(=O)NC1CCCC1	0.2	-1	3	8	1	-2	6	0	3	-3
O=C(O)CCc1ccc(-c2ccc(Br)cc2)n1CC(=O)O	-0.7	1	10	-7	-8	-1	-2	16	-3	5
Cc1nc(SCC(=O)NCc2ccc(F)cc2)c2c(=O)n(C)c(=O)n(C)c2n1	0.7	0	7	-9	2	13	-6	2	-4	1
COc1ccccc1NC(=O)c1ccc(NC(=O)CSc2ncccn2)cc1	1.7	-7	-9	-6	-13	-4	6	0	-3	1
C[C@@H]1CN([C@@H](C)CO)C(=O)c2cc(NC(=O)CCC(F)(F)F)ccc2O[C@H]1CN(C)S(=O)(=O)c1ccc(Cl)cc1	-0.6	11	-7	1	-7	3	11	-8	-1	1
CN1CCN(c2nc(-c3cccs3)cc(C(F)(F)F)n2)CC1	-1.3	-14	-1	4	-7	-6	-9	-8	5	-2
CC(/C=N/NC(=O)c1ccco1)=C\c1ccccc1	-0.7	-8	8	4	-2	-3	-1	-1	-3	9.4*
CCCC(CCC)C(=O)Nc1ccncc1	-0.1	10	-1	-3	4	3	6	2	-10	-2
COCCNC(=O)c1cccc(OC2CCN(Cc3ccc(F)cc3OC)CC2)c1	-0.5	9	2	3	4	-3	-12	-6	-1	1
CC(C)CC(NC(=O)C(CC(C)C)NC(=O)C(Cc1ccc(OCc2ccccc2)cc1)NC(=O)OC(C)(C)C)C(N)=O (centres undefined)	-0.3	-1	-14	7	0	0	4	-1	5	-3
CCn1c(=O)c(C(=O)CN2CCN(Cc3ccc4c(c3)OCO4)CC2)c(N)n(Cc2ccccc2)c1=O	-0.8	0	-5	-5	-5	0	-18	-8	-4	1
CCOC(=O)c1cc(CC)sc1NC(=O)c1cc(OC)c(OC)c(OC)c1	-0.8	-3	1	3	-10	5	6	1	1	1
O=c1[nH]c(=O)c2nc3c4ccccc4c4ccccc4c3nc2[nH]1	-5.8	-7	0	-16	0	-15	1	7	6	1
CCC1Oc2ccc(C)cc2N(CC(=O)NCc2cccs2)C1=O (centres undefined)	2.0	-7	-3	6	-20	-3	-1	-5	4	-3
COc1ccc(C(=O)NC(=S)NCc2ccc(-c3nc4ccccc4o3)cc2)cc1OC	-2.4	-14	6	-1	6	-3	-12	4	-1	0
CCN(CC(=O)Nc1c(F)cccc1F)C(=O)CNC(=O)c1ccc(C)s1	-2.2	-4	12	-1	4	-1	-2	1	-7	5
COc1ccc(C(=O)NC2CC(C)(C)Cc3c2cnn3-c2ccccc2)c(OC)c1 (centres undefined)	-0.9	1	8	1	-24	0	2	-8	0	-3
O=C(CCCSc1nc2sc3c(c2c(=O)[nH]1)CCC3)NCCO	-3.0	0	5	2	-5	1	12	-1	2	3

compound	PG9 binder	NPR2 activator	ASAP1 GAP inh	NR1D1 modulator	HTRA1 inhibitor	GC-A act	ARFGAP1 inhibitor	rCAG binder	ABHD4 inh	SMARCA2 act
Cc1ccccc1Cn1cc(S(=O)(=O)c2ccc(C(C)C)cc2)c(=O)c2cc3c(cc21)OCO3	0.1	25	-13	40*	-3	13	0	-2	-2	-1
Cc1nc(SC(C(=O)c2ccccc2)c2ccccc2)nc2ccccc12 (centres undefined)	-0.6	4	0	5	-2	-5	-2	3	-3	-1
Cc1oc(-c2ccc(Cl)cc2)nc1CS(=O)CC(=O)NC(C)c1ccccc1 (centres undefined)	0.1	-3	10	2	-8	20	1	3	0	-1
CCOc1ccc(C2CC(c3ccc(F)cc3)n3ncnc3N2)cc1 (centres undefined)	0.3	-1	-1	1	1	-2	15	3	0	0
O=C(C1CC(=O)N(c2ccc(F)c(Cl)c2)C1)N1CCOCC1 (centres undefined)	1.3	5	-8	-2	3	1	4	2	3	-1
FC(F)(F)c1ccc2nc(CNc3nc(N4CCOCC4)nc4c3ncn4-c3ccsc3)[nH]c2c1	.	4	.	-5	.	-2	.	.	-3	.
Cc1cc(C)nc(-n2ncc3c2CC(c2ccc(F)cc2)CC3=O)n1 (centres undefined)	-1.4	10	-12	-3	0	11	-3	-6	-5	-4
CCCCCC(=O)Nc1ccc(S(=O)(=O)NC2=NCCCCC2)cc1	-1.8	0	1	2	1	2	-10	0	-1	-2
O=C(Nc1cccs1)Nc1ccc(Br)cc1F	-1.4	-4	14	-8	-12	14	13	7	6	0
O=C(NCCc1csc(-c2ccccc2)n1)c1cccs1	-0.6	-4	2	-2	-6	-4	-9	1	-14	-2
O=C(NCCCN1CCOCC1)c1coc2ccccc2c1=O	0.1	1	3	-3	2	1	-3	-2	2	1
COC(=O)c1cc(C(=O)NCc2ccccc2)c(=O)[nH]c1C	2.2	-5	2	3	1	2	0	2	4	0
CC(C)C[C@@H](CO)N1CCN(Cc2cccnc2)CCC1=O	-0.9	5	-20	-2	-7	1	1	-1	0	1
CCO[C@@H]1OC(C(=O)NCc2ccccc2)=C[C@H](c2ccc(Br)cc2)[C@H]1CCCO	-0.5	-4	3	6	-28	0	4	-6	-8	-1
COC(=O)c1ccc(NC(=O)CNCc2ccncc2)cc1	-0.5	-5	7	-1	4	-3	3	-3	4	-3
NC(=O)c1ccc(N=Nc2c(-c3ccccc3)[nH]n(-c3ccccc3)c2=O)cc1	-2.5	-8	1	-3	.	-10	-8	6	2	4
NC(=O)C1CCN(C(=O)c2ccc(F)c(S(=O)(=O)N3CCOCC3)c2)CC1	2.7	4	-6	-2	-4	-3	1	0	-1	-3
S=C(Nc1cc(Cl)ccc1Oc1ccccc1)N1CCN(c2ccccn2)CC1	-0.5	-1	-6	0	-21	-2	6	0	-16	-3
OC1(c2ccccc2)CCN(Cc2ccccc2)CC1	0.0	3	1	1	-7	2	2	-1	3	-1
Cc1ccc(NS(=O)(=O)c2ccc(NC(=O)CN(c3cc([N+](=O)[O-])ccc3C)S(C)(=O)=O)cc2)c(C)c1	0.8	-2	14	5	-89	-3	11	24	-74	-2
O=C(NNC(=O)c1cc([N+](=O)[O-])ccc1Cl)c1cccs1	-0.4	2	3	-1	15	0	8	6	2	0
COc1ccc(S[C@]2(C(=O)N3CCOCC3)CC(=O)N(C(=O)Nc3ccc(C)c(Cl)c3)[C@@H]2c2ccc(OC)cc2)cc1	.	3	.	2	.	-1	.	14	-15	-3
Cc1cccc(NC(=O)Cn2cc(C=O)c3ccccc32)c1	-2.7	-1	0	3	-14	-9	0	1	-2	-1
COc1ccc(-c2noc(CCC(=O)Nc3cccnc3)n2)cc1OC	0.6	-2	-6	2	-5	0	-4	-5	-1	1
CC(C)=CC(=O)Nc1ccccc1Br	.	-4	.	-2	2	6	.	.	.	.

compound	PG9 binder	NPR2 activator	ASAP1 GAP inh	NR1D1 modulator	HTRA1 inhibitor	GC-A act	ARFGAP1 inhibitor	rCAG binder	ABHD4 inh	SMARCA2 act
O=C(COC(=O)CNC(=O)c1ccccc1)Nc1ccccc1Cl	-0.5	4	-9	-1	-3	-1	0	-3	-8	-6
O=C(O)c1ccc(Cl)c(NCc2cccs2)c1	-0.1	1	-16	7	6	-2	7	1	-2	-1
Cc1cc(Cl)ccc1NC(=O)COC(=O)c1nc2nccc(C)n2n1	-1.3	-2	-3	2	-2	-3	1	1	5	-1
Cc1ccc(S(=O)(=O)N2CCC(=O)CC2c2ccccc2)cc1 (centres undefined)	-1.3	1	-2	5	-10	2	-1	2	8	-2
CCCOc1ccc(/C=N/NC(=O)C2CC2)c(OCCC)c1	-1.3	5	-7	-3	-1	1	-14	-1	-3	-3
CCCOC(=O)c1ccc(-c2c(C)noc2-c2ccc(OC)cc2O)o1	-2.1	2	6	3	-38	-1	-2	3	-41	-3
COC(=O)[C@]12C[C@H](CC(=O)N3CCOCC3)C(=O)N(CCC3=CCCCC3)C1=C[C@H](COCc1ccccc1)O[C@@H]2C	1.0	5	-8	4	.	6	-1	1	2	-7
C/C(=N\Nc1ccc([N+](=O)[O-])cc1[N+](=O)[O-])C(C)C(C)C (centres undefined)	0.1	1	-5	11	-11	1	2	1	1	-1
NS(=O)(=O)c1ccc(Nc2nc3ccccc3nc2NS(=O)(=O)c2cccc([N+](=O)[O-])c2)cc1	-0.9	1	13	2	-25	2	13	94*	3	-1
O=C(CSc1ccc(-c2ccc3c(c2)OCO3)nn1)Nc1nccs1	7.8	9	132*	-10	-2	9	46*	0	-3	-1
COc1cc(NCCCn2cnc3c(OC)ncnc32)cc(OC)c1OC	-6.3	-5	13	-2	6	-4	-13	-1	7	2
CCCNC(=O)COc1coc(CN2CCN(C(=O)c3ccco3)CC2)cc1=O	1.3	-2	-2	1	2	0	-3	0	-2	0
CC(C)(C)c1cc[n+](C2=C([O-])c3ccccc3C(=O)/C2=N\S(=O)(=O)c2cccs2)cc1	-2.6	-3	6	6	.	3	2	2	5	-11
Cc1ccccc1N=C(c1ccccc1)C1C(=O)c2ccccc2C1=O	0.0	-6	7	0	.	-9	-9	2	-11	-2
O=C(CC1C(=O)CCCC1=O)c1ccccc1	-2.8	6	-10	1	1	3	2	5	9	8.6*
CCCCCNC(=O)c1cc(S(=O)(=O)N2CCCC2)ccc1F	1.9	0	9	1	0	-2	7	-4	-5	2
Cc1nc(Cl)sc1C(=O)Nc1ccc(C(C)(C)C)cc1	-0.8	0	-11	-2	-13	-1	10	0	-17	4
COc1cc2nc(C(C)(C)C)oc(=O)c2cc1OC	-2.6	4	-1	4	4	-2	-19	1	5	0
CN(C(=O)CSc1nc(N)cc(=O)[nH]1)C1CCCCC1	0.5	2	-7	3	3	1	-4	1	2	-3

# Structures listed above printed as active in SMARCA2 act:
Molecule,PG9 binder,NPR2 activator,ASAP1 GAP inh,NR1D1 modulator,HTRA1 inhibitor,GC-A act,ARFGAP1 inhibitor,ABHD4 inh,SMARCA2 act
CC(/C=N/NC(=O)c1ccco1)=C\c1ccccc1,-0.7,-8,8,4,-2,-3,-1,-3,9.4*
O=C(CC1C(=O)CCCC1=O)c1ccccc1,-2.8,6,-10,1,1,3,2,9,8.6*

# Screening data as filed in PubChem.
